PLC-gamma1 inh: PLC-gamma1 enzyme inhibitors, primary screen, biochemical, fluorescence, purified enzyme; 1-phosphatidylinositol 4,5-bisphosphate phosphodiesterase gamma-1 (Homo sapiens), P19174; fluorogenic substrate; inhibition, % at 12.2 µM; actives 0.84% (n = 370,000); AID 720700, 2013; in the data active = inhibition above about 9.5%
PLCb3 inh: human PLC-beta3 inhibitors, primary screen, biochemical, fluorescence | 1-phosphatidylinositol 4,5-bisphosphate phosphodiesterase beta-3 (Homo sapiens), Q01970 | Purified PLC-beta3, fluorogenic substrate | inhibition, % at 12.2 µM | actives 0.18% (n = 370,000); in the data active = inhibition above about 11%;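 also: 0% = median of compound wells on plate and 100% = full blocker control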
ARFGAP1 inh: inhibitors of rat ARFGAP1 GAP activity, primary screen, biochemical, fluorescence polarization, GDP tracer. inhibition, % at 16.5 µM. Arfgap1-stimulated ARF1 GTP hydrolysis, GDP FP detection. actives 0.26% (n = 360,000). ADP-ribosylation factor GTPase-activating protein 1 (Rattus norvegicus), Q62848;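 active = inhibition above a per-plate limit, mean inhibition of low control wells plus 3 SD, cut at about 25% in these data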;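 also: 0% = DMSO wells with enzyme and 100% = wells lacking Arfgap1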
Target sequence (Q62848 1-136 limits assumed): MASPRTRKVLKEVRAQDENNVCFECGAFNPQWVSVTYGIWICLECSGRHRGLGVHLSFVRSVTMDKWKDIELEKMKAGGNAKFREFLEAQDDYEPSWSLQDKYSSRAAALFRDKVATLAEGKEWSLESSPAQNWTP
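System: truncated rat Arfgap1 GAP domain / Benchmarks: high control wells lacking Arfgap1, low control full reaction with DMSO / Times: compound-enzyme preincubation 20 min, reaction 120 min, detection 60 min, 25 °C / Repeats: one replicate per compound / Also added: human ARF1(Δ1-17)-GTP substrate / Measured by: Tracer-displacement fluorescence polarization with EDTA stop, 620/688 nm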
ASAP1 inh: inhibitors of human ASAP1 ArfGAP activity, primary screen, biochemical, fluorescence polarization. Arf-GAP with SH3 domain, ANK repeat and PH domain-containing protein 1 (Homo sapiens), …. ASAP1-stimulated ARF1 GTP hydrolysis, GDP FP detection. inhibition, % at 16.5 µM. actives 0.19% (n = 360,000). AID 624377, 2012; in the data active = inhibition above about 25%;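 also: 0% = vehicle with enzyme and substrate and 100% = no enzyme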
ADAM17 inh: ADAM17 inhibitors, primary screen, biochemical, QFRET; actives 0.83% (n = 370,000); recombinant ADAM17, EDANS/DABCYL FRET peptide cleavage; inhibition, % at 6.95 µM; AID 720648, 2013; Disintegrin and metalloproteinase domain-containing protein 17 (Homo sapiens), P78536;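 active = inhibition above the mean of compounds lying between control limits plus 3 SD, set per campaign, cut at about 8.5% in these data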;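 also: 0% = DMSO-only wells as the low control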
MBD2 DNA inh: inhibitors of MBD2 binding to methylated DNA, primary screen, biochemical, TR-FRET, DNA-binding domain, human | actives 0.31% (n = 370,000) | inhibition, % at 4.4 µM | Methyl-CpG-binding domain protein 2 (Homo sapiens), Q9UBB5 | MBD2 binding to methylated oligonucleotide; in the data active = inhibition above about 13%
proKLK7 act: proKLK7 zymogen activators, primary screen, biochemical, fluorescence intensity | Kallikrein-7 (Homo sapiens), P49862 | purified proKLK7, EDANS-DABCYL substrate fluorescence; 100% is mature enzyme control, 0% vehicle | activation, % at 7 µM | actives 0.9% (n = 370,000) | AID 652039, 2013;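 active = activation above the mean of all tested compounds plus 3 SD, computed per campaign excluding outliers beyond control limits, cut at about 13% in these data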
UHRF1 MBD2 ctr: UHRF1 methylated DNA binding inhibitors, primary screen, counter-screen for MBD2 inhibitor project, biochemical, TR-FRET, human UHRF1, single concentration | UHRF1 binding to methylated oligo | inhibition, % at 4.4 µM | actives 0.75% (n = 370,000); in the data active = inhibition above about 21%;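 also: UHRF1 SRA domain binding a hemimethylated CpG hairpin DNA probe; 0% = median of test compound wells and 100% = reference inhibitor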
Target sequence (Q96T88 whole entry, looked up, the tested form may be a part): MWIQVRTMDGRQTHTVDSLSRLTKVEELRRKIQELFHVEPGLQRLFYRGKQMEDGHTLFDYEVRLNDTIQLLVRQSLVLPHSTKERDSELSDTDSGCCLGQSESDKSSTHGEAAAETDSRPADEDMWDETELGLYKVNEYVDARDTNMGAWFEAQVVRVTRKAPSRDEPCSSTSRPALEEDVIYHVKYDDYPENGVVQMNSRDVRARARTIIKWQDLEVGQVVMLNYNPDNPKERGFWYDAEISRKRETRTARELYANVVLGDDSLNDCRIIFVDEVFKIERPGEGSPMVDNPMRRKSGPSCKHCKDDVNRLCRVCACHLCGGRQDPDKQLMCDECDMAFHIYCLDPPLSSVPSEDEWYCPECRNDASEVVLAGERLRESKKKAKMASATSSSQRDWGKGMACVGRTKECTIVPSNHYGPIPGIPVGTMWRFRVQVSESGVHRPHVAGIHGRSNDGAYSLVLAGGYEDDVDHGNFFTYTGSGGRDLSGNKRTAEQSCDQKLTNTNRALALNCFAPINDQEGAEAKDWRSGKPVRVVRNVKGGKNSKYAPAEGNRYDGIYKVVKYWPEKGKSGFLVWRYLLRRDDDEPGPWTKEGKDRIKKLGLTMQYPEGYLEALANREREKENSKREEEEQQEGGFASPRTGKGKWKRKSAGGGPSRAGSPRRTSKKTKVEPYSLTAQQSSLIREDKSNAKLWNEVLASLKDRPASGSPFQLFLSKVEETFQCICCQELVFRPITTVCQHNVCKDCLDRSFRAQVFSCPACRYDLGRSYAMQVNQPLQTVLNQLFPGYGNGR
Tn7 DDE FP: inhibitors of Tn7 peptide binding to fibrin DD(E), primary screen, biochemical, fluorescence polarization, human fibrin, Tn7 probe; actives 0.13% (n = 370,000); Fibrinogen beta chain (Homo sapiens), P02675; inhibition, % at 8.3 µM; FP displacement of FITC-Tn7 peptide from fibrin DD(E); 0% = median of compound wells per plate;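 active = inhibition above the mean of compounds falling within the control limits plus 3 SD of them, cut at about 14% in these data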;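 also: 0% = plate median of compound wells and 100% = 10 µM Aha-Tn7 peptide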
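Assay system: Human fibrin DD(E) protein | Medium: Tris buffer with calcium and detergent, pH 7.8 | Reagent: 0.1 µM fluorescent Tn7 | Compound dosing: Single point at 8.3 µM | Times: 10 min preincubation, 3 h with tracer, room temperature | Detection: Fluorescence polarization of the labelled Tn7 tracer | Controls: Aha-Tn7 high control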
DDE Tn6 FP inh: inhibitors of Tn6 peptide binding to fibrin DD(E), primary screen, biochemical, fluorescence polarization, human fibrin, Tn6 probe; inhibition, % at 8.3 µM; Fibrinogen beta chain (Homo sapiens), P02675; Fibrin DD(E) TRITC-Tn6 fluorescence polarization displacement; actives 0.21% (n = 370,000);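 active = inhibition above a per-campaign cutoff: mean of compounds within control limits plus 3 SD, cut at about 15% in these data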;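 also: 0% = median of all compound wells on the plate and 100% = blocking peptide control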
* marks the source's active call; other numbers are inactive results; . = not tested or not shown.

smiles	PLC-gamma1 inh	PLCb3 inh	ARFGAP1 inh	ASAP1 inh	ADAM17 inh	MBD2 DNA inh	proKLK7 act	UHRF1 MBD2 ctr	Tn7 DDE FP	DDE Tn6 FP inh
CCOC(=O)c1ccc(NC(=S)N(CCCN2CCN(CC)CC2)Cc2ccco2)cc1	2	-6	10	3	1	1	0.4	2	-3	-6
C[C@@H]1CN([C@H](C)CO)S(=O)(=O)c2ccc(C#C[C@@H](C)O)cc2O[C@@H]1CN(C)Cc1ccc(-c2ccccc2)cc1	1	5	8	-4	6	0	1.2	1	-4	7
[N-]=[N+]=NC1c2ccccc2C(=O)N1Cc1ccccc1 (configuration not stated)	-1	-6	1	-7	-7	-2	0.0	-1	0	1
CN1CCS/C1=C\C=C1/SC(=S)N(CC(=O)O)C1=O	-12	-17	1	-8	10*	-35	-0.2	-89	-109	-9
CC(C)CCN1CN(S(=O)(=O)c2cccs2)c2nc3ccccc3nc21	-9	-15	-9	-2	-32	-2	0.5	-3	-5	-1
CCOc1ccc(CCNC(=O)c2nnn(CC(=O)Nc3ccc(OC)cc3)c2N)cc1OCC	0	-19	14	6	-1	-1	-0.4	-1	-2	-1
COc1ccc(NC(=O)c2ccco2)cn1	-3	-7	2	10	-3	3	0.0	2	6	3
COC[C@H]1CCCN1c1cccc2c1S(=O)(=O)N(C1CC1)CCCO2	-2	-3	.	.	-6	0	-0.5	-3	5	2
Cn1nnnc1SCC(=O)Nc1ccccc1Cc1ccccc1	1	2	-14	14	-2	-3	0.2	-1	-1	11
Cc1ccc(SCCSc2nc(N)cc(=O)[nH]2)cc1	0	-2	11	-2	2	0	-0.1	2	-1	5
O=C(O)/C=C/C(=O)Nc1ccc(S(=O)(=O)Nc2nccs2)cc1	4	6	3	-4	0	-5	-0.1	-2	3	0
O=C(Nc1c2c(nn1-c1ccccc1)CS(=O)(=O)C2)c1cc2ccccc2o1	-3	-5	1	-9	-5	1	-0.6	-1	-1	-4
COc1cccc(NC(=O)c2ccc3c(c2)C(=O)N(CC2CCCO2)C3=O)c1 (configuration not stated)	4	-1	4	18	-6	-3	-0.2	2	-2	6
COCCN(C(=O)C1CCCC1)c1c(N)n(Cc2ccccc2)c(=O)[nH]c1=O	1	-1	0	3	-1	-1	0.0	1	0	6
O=C1Nc2ccc(Cl)cc2/C1=C/C1CC=CCC1 (configuration not stated)	-5	-4	0	-6	1	-1	0.5	-4	3	1
CC1CCCC(N2CCN(S(=O)(=O)c3ccccc3)CC2)C1 (configuration not stated)	-1	-2	3	10	0	1	-0.2	1	8	3
O=C(/C=C/c1ccccc1[N+](=O)[O-])OCC(=O)c1ccccc1	5	-5	2	-4	0	-6	0.2	0	-12	3
O=[N+]([O-])c1ccc(Cc2ccncc2)cc1	0	5	-8	-14	-1	-3	-0.9	-1	1	-1
O=C(/C=C/c1cccc(F)c1)Nc1ccc(S(=O)(=O)Nc2ncccn2)cc1	-1	-76	9	13	-1	-6	0.4	0	-4	-11
CCc1nc2ccc(C(=O)N(CC)CCN(C)C)cn2c1N(C)Cc1nccs1	-2	-6	13	-7	-9	3	-1.0	1	0	-4

9 entries already listed, arranged by molar mass, largest number first.
smiles	PLC-gamma1 inh	PLCb3 inh	ARFGAP1 inh	ASAP1 inh	ADAM17 inh	MBD2 DNA inh	proKLK7 act	UHRF1 MBD2 ctr	Tn7 DDE FP	DDE Tn6 FP inh
C[C@@H]1CN([C@H](C)CO)S(=O)(=O)c2ccc(C#C[C@@H](C)O)cc2O[C@@H]1CN(C)Cc1ccc(-c2ccccc2)cc1	1	5	8	-4	6	0	1.2	1	-4	7
CCOC(=O)c1ccc(NC(=S)N(CCCN2CCN(CC)CC2)Cc2ccco2)cc1	2	-6	10	3	1	1	0.4	2	-3	-6
CC(C)CCN1CN(S(=O)(=O)c2cccs2)c2nc3ccccc3nc21	-9	-15	-9	-2	-32	-2	0.5	-3	-5	-1
COCCN(C(=O)C1CCCC1)c1c(N)n(Cc2ccccc2)c(=O)[nH]c1=O	1	-1	0	3	-1	-1	0.0	1	0	6
COC[C@H]1CCCN1c1cccc2c1S(=O)(=O)N(C1CC1)CCCO2	-2	-3	.	.	-6	0	-0.5	-3	5	2
CN1CCS/C1=C\C=C1/SC(=S)N(CC(=O)O)C1=O	-12	-17	1	-8	10*	-35	-0.2	-89	-109	-9
O=C(/C=C/c1ccccc1[N+](=O)[O-])OCC(=O)c1ccccc1	5	-5	2	-4	0	-6	0.2	0	-12	3
[N-]=[N+]=NC1c2ccccc2C(=O)N1Cc1ccccc1 (configuration not stated)	-1	-6	1	-7	-7	-2	0.0	-1	0	1
O=C1Nc2ccc(Cl)cc2/C1=C/C1CC=CCC1 (configuration not stated)	-5	-4	0	-6	1	-1	0.5	-4	3	1

(list continues)
smiles	PLC-gamma1 inh	PLCb3 inh	ARFGAP1 inh	ASAP1 inh	ADAM17 inh	MBD2 DNA inh	proKLK7 act	UHRF1 MBD2 ctr	Tn7 DDE FP	DDE Tn6 FP inh
Cc1ccnc(NC(=O)c2ccc3c(c2)NC(=O)C(C)S3)c1 (configuration not stated)	-1	-7	-2	6	0	1	0.7	18	-4	1
CCOC(=O)Nc1ccc2c(c1)N(C(=O)CCCl)c1ccccc1[S@]2=O	0	-6	0	-5	-2	1	-0.1	-1	-4	-8
O=c1c2ccccc2nc(SCc2cccc(F)c2)n1Cc1ccco1	-2	0	4	6	-2	-7	0.8	-1	-1	-9
O=C(O)CC1(CC(=O)Nc2cc3ccccc3cn2)CCCCC1	-9	-12	12	4	-19	-1	0.5	0	-6	-5
Cc1c(NC(=O)c2nn3c(C(F)(F)F)cc(-c4ccccc4)nc3c2Cl)c(=O)n(-c2ccccc2)n1C	-1	-2	4	8	-5	3	0.4	-1	1	6
Cc1ccc(S(=O)(=O)N(Cc2ccc(Cl)cc2)c2ccccc2C(=O)NCc2cccnc2)cc1	2	1	2	-13	3	0	0.4	0	0	-8
CC1CC(NC(=O)Cc2ccc(Br)cc2)CC(C)(C)C1 (configuration not stated)	-1	3	-6	0	-3	4	-0.6	2	5	-3
Cc1ccc(Cl)c(OCC(=O)OC(C)C(=O)NC2CC2)c1 (configuration not stated)	-2	-3	-2	4	2	0	-0.5	1	8	-6
Cc1cc(C)c(C#N)c(SCC(=O)Nc2cc(C)on2)n1	-208	-215	9	5	-50	1	16*	3	2	4
Cc1cccnc1NC(=O)c1cccc(S(=O)(=O)N2CCN(c3ccc(F)cc3)CC2)c1	-3	-7	15	2	-3	3	0.4	0	-2	-8
C=CCn1c(-c2cccc(S(=O)(=O)N3CCOCC3)c2)n[nH]c1=S	0	-7	-1	-2	1	-5	-0.2	-2	-4	0
O=C(NCc1ccccc1)c1ccc([N+](=O)[O-])cc1	0	3	1	-3	-2	-2	-0.2	1	6	6
COC(=O)CNC(=O)c1ccc2c(c1)S(=O)(=O)c1ccccc1C2=O	4	-2	-3	-7	2	-4	-0.4	3	0	2
O=C(CSc1nnc(CNC(=O)c2c(F)cccc2F)o1)NCCc1ccccc1	2	-4	8	1	-7	-4	0.4	-2	1	2
CC(C)C[C@@]12C(=O)N(c3cccc(Cl)c3)C(=O)N1[C@H](c1ccc(Cl)cc1)[C@@H]1C(=O)N(C3CCCCC3)C(=O)[C@@H]12	0	0	5	13	-3	0	0.5	-1	-4	-6
Cn1cccc1C(=O)OCC(=O)Nc1ccc2c(c1)OCO2	2	-2	-5	-1	2	-3	0.4	0	0	5
c1ccc(Cn2c(CN3CCCC3)nc3ccccc32)cc1	-11	-15	-8	0	-12	1	0.5	-1	-1	3
C=Cn1cc[n+](CC(=O)c2cc(C(C)(C)C)c(O)c(C(C)(C)C)c2)c1	5	-9	-1	4	2	2	0.1	4	-1	-8
COc1ccc(CC(=O)Nc2ccc3c(c2)C(=O)N(CCC(=O)O)C3=O)cc1	-7	-14	0	20	-5	11	-1.1	4	7	-2
CCOC(=O)c1ccccc1NC(=S)N1CCCCC1	3	9	-4	4	0	-2	-0.6	0	4	1
CCC1(C)C2(C#N)C(N)=NC(OC)(OC)C12C#N (configuration not stated)	-1	0	7	0	1	-5	0.3	3	7	-3

High-throughput results (PubChem)

The order is random. Share with any hit: about 4.1%.
